Screening results: PubChem, National Center for Advancing Translational Sciences (NCATS)
Eya2 phos inh: qHTS Assay for Inhibitors of the Phosphatase Activity of Eya2; Protein phosphatase EYA2 (Homo sapiens), O00167; recombinant Eya2, OMFP fluorescence dephosphorylation (OMFP is methylfluorescein phosphate); Potency, µM (top dose mostly 76.9 µM), for inactives: at the top dose activity, negative = inhibition, usual class: inhibitors; 0.006% of 330,000 active; AID 488837, 2010; further: potency means the concentration at half of the fitted maximal effect; on the % scale 0 is the no-effect control and ±100 the full control effect
Target sequence (O00167 whole entry, looked up): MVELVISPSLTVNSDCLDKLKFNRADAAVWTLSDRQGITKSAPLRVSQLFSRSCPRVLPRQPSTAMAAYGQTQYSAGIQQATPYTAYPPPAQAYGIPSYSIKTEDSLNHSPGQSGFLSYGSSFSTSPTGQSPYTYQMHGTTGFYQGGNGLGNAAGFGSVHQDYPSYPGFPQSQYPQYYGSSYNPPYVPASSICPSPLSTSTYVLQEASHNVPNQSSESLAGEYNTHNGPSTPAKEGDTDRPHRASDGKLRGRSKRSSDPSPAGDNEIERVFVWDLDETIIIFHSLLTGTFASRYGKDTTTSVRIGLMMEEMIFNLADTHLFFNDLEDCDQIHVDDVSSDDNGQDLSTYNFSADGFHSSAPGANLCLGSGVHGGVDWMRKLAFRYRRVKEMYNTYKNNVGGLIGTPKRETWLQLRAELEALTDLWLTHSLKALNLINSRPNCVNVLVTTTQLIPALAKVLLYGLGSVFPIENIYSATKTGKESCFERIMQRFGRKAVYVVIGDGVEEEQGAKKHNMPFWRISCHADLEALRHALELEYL
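Eya2 protein (added as 0.2 uM solution) was preincubated with compound for 10 min at ambient temperature in 50 mM HEPES pH 7.5, 50 mM NaCl, 5 uM MgCl2, 0.05% BSA, 1 mM DTT. OMFP (added at 50 uM) then reacted 10 min; fluorescence read at 485/525 nm.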
TRPV1 ag: HTS Assay for Compounds that Act as Agonists of the Vanilloid Receptor 1. TRPV1-expressing cells, Fluo-8 calcium influx, agonist mode. 0.19% of 320,000 active. activation, % at 8.33 µM. Transient receptor potential cation channel subfamily V member 1 (Homo sapiens), Q8NER1; in the data active means activation above about 80%; inconclusive means between about 30% and that limit; further: 0% is about no effect
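Fluo-8 calcium influx in TRPV1-expressing cells, kinetic read (ex 480/em 520 nm). Compound added and read 3 min for agonist activity, followed by capsaicin at EC20 final and 2 min further read for enhancement.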
USP2a block: qHTS Assay for Inhibitors of Ubiquitin-specific Protease USP2a Using CHOP2 as the Reporter; USP2 core, Ub-CHOP2 coupled fluorogenic reporter, 485/531; Potency, µM (top dose mostly 38.3 µM), for inactives: at the highest dose activity change, negative = inhibition, most hits filed as inhibitors; 0.01% of 330,000 active; AID 463254, 2010;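 further: potency means the concentration at half of the fitted maximal effect; plate controls were DMSO wells for no effect and full inhibition by NEM control for full effect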
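Cell-free coupled assay: 10nM USP2 core preincubated 30min RT with compound in Tris-HCl pH 8.0/CaCl2/CHAPS buffer, then 25nM Ub-CHOP2 and 25nM reporter substrate; fluorescence (Ex 485/Em 531) read after 60min RT, normalized to NEM inhibition, concentration-response curves fitted.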
ELG1 DNA repair: qHTS screen for small molecules that inhibit ELG1-dependent DNA repair in human embryonic kidney (HEK293T) cells expressing luciferase-tagged ELG1; HEK293T ELG1-luciferase reporter, luminescence, 16 h; DNA damage induced by 5-fluorouridine; Potency, µM (highest dose often 46.1 µM), without a hit: top-dose activity change, negative = inhibition, most hits filed as inhibitors; 2.3% of 330,000 active; further: potency means the concentration at half of the fitted maximal effect; on the % scale 0 is the no-effect control and ±100 the full control effect; nearly all actives have a fitted effect of over 55% in size
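DMSO vehicle served as the neutral condition. Each well held 2,000 cells given 5-fluorouridine plus compound; after 16 hr at 37 °C/5% CO2, ONE-Glo was added and luciferase measured 30 min later.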
KCNH2 WT inh: qHTS for Inhibitors of KCHN2 3.1: Wildtype qHTS; Voltage-gated inwardly rectifying potassium channel KCNH2 (Homo sapiens), Q12809; U2OS, BacMam KCNH2, thallium flux FluxOr; stronger effect = lower value; activity change, % at 1.84 µM; 0.37% of 340,000 active;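 active means maximum activity change below -70%; inconclusive means maximum activity change between -70% and -50%; inactive means maximum activity change above -50%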; further: on the % scale 0 is the no-effect control and ±100 the full control effect
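U2OS cells were transduced with wild-type KCNH2 virus (2.03 x 10^8 / mL) for 4 h at room temperature, then cultured overnight at 37 C. Thallium flux was read with FluxOr dye. Rate constants were normalized to DMSO controls.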
TCR act: Activators of T cell receptors: qHTS campaign; primary human leukocytes, anti-CD3, IL-2 HTRF, 48 h; Potency, µM (doses to about 9.22 µM), inactives show top-dose activation of IL-2 secretion, most hits filed as activators; 330,000 tested, under 10 active; AID 504894, 2011; further: % of control where 0% means no effect
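Primary human leukocytes receive a-CD3 beads and test compound and are incubated 48 hr. Secreted IL-2 is then assayed by HTRF, measuring 665nm acceptor emission after 320nm excitation of the europium donor.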
KCNH2 3.1 inh: qHTS for Inhibitors of KCHN2 3.1: Mutant qHTS; activity change, % (tested at about 1.8 µM); 0.95% of 340,000 active; Potassium voltage-gated channel subfamily H member 2, brain isoform KCNH2 3.1 (human); U2OS KCNH2 3.1, thallium flux FluxOr; stronger effect = lower value; AID 720553, 2013;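 active means maximum activity change below -70%; inconclusive means maximum activity change from -70% to -50%; inactive means maximum activity change above -50%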;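 further: thallium influx rate constant from kinetic fluorescence after stimulation buffer; on the % scale 0 is the no-effect control and ±100 the full control effect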
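We transduce U2OS cells with the mutant 3.1 virus, culture them overnight, load FluxOr with Red40 quencher for 45 min, then add stimulation buffer and read kinetically for 2 min to derive a normalized rate constant.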
Mito fusion yeast: qHTS Assay for Small Molecule Inhibitors of Mitochondrial Division or Activators of Mitochondrial Fusion; S. cerevisiae fusion-defective mutant growth rescue, CellTiterGlo 48 h; Potency, µM (highest dose often 46.1 µM), for the others: top-dose growth rescue (activation), hits mostly activators; 0.23% of 320,000 active; AID 485298, 2010;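 further: potency means the concentration at half of the fitted maximal effect; % of control where 0% means no effect; nearly all actives have a fitted effect of over 45% in size; temperature-sensitive fusion mutants such as fzo1-1 at 37 °C on non-fermentable ethanol glycerol medium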
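Read-out: ATP-based luminescence (CellTiterGlo, 10 min ambient) reporting growth of fusion-defective ts yeast after 48 hours at 37C on glycerol/ethanol YPEG medium in the presence of compound.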
TSHR antag: Antagonists of the Thyroid Stimulating Hormone Receptor: HTS campaign; Thyrotropin receptor (Homo sapiens), P16473; TSHR-expressing cells, TSH-stimulated cAMP HTRF, 2 h; stronger effect = lower value; activity change, negative = inhibition, % at 11.5 µM; 0.2% of 330,000 active;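 active means activity change below a set negative limit, meaning inhibition stronger than a set level, cut at about -70% in these data; inconclusive means activity change between two set negative limits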; further: on the % scale 0 is the no-effect control and ±100 the full control effect
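Cell-based HTRF cAMP assay; TSHR cells + compound, TSH EC80 (4nM final), 2 h, 37 deg C. Lysis with anti-cAMP cryptate and cAMP-d2, 30 min RT, read 665/620 nm.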
AT treatment: qHTS Assay for Identifying a Potential Treatment of Ataxia-Telangiectasia | 0.19% of 320,000 active | Potency, µM (titrated, usually from 57.5 µM), for inactives: top-dose activation, hits mostly activators | […] A-T fibroblasts, KAP-1 phosphorylation AlphaLISA; neocarzinostatin DNA damage 30 min before lysis; further: potency means the concentration at half of the fitted maximal effect; % of control where 0% means no effect; nearly all actives have a fitted effect of over 45% in size
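hTERT-immortalized A-T patient fibroblasts ([…]), 500 cells/well in OPTI-MEM, 1% FBS, got compounds for 60 min, then NCS for 30 min at 37C. Lysates were then assayed for phospho-KAP-1 by AlphaLISA (anti-pKAP1 donor, anti-KAP1 acceptor beads), 6 hr at 25C.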
An asterisk follows results filed as active; ? = inconclusive; · = not tested or not shown; [ ] = another dose, or the depositor's remark. Unless noted, the call rests on the fitted dose curve; in most records, active means well fitted curve in the direction sought with a large enough effect; inconclusive means small, poorly fitted or top-dose-only effect, or another doubt; inactive means no such curve, though single readings can be large; an effect the other way counts as inactive or inconclusive.

Values run as follows: Eya2 phos inh	TRPV1 ag	USP2a block	ELG1 DNA repair	KCNH2 WT inh	TCR act	KCNH2 3.1 inh	Mito fusion yeast	TSHR antag	AT treatment
- CS(=O)(=O)N1N=C(c2ccco2)CC1c1ccccc1Cl (centres undefined)
  -11%	-5	7%	0%	1	-3%	10	2%	25	8%
- Nc1nnc(COc2ccc(Br)cc2Br)s1
  17%	13	2%	?	3	5%	-4	10%	?	5%
- CCN(CC)S(=O)(=O)c1ccc(/C=C/C(=O)OCC(=O)Nc2ccc(S(N)(=O)=O)cc2)cc1
  13%	-6	-1%	-1%	-4	0%[46.1 µM]	-8	-1%	27	0%
- Cc1cc(C)cc(N2C(=O)C3CC=CCC3C2=O)c1 (centres undefined)
  26%	0	-1%	-13%	2	-2%	-4	-13%	28	17%
- COc1ccc2c(c1)-c1nc(/N=C/c3c(O)ccc4ccccc34)sc1CC2
  -22%	-3	3%	17%	0	-3%	-5	15%	5	-5%
- O=C(O)COc1ccccc1/C=N/NC(=O)CSc1nc2ccccc2s1
  -16%	-2	2%	15%	-12	1%	9	8%	-13	8%
- CC(C)(C)Cc1nnc(NC(=O)c2ccc([N+](=O)[O-])cc2)s1
  4%	9	1%	?	-15	0%	-13	-4%	-6	-13%
- CN(Cc1ccc(Cl)cc1Cl)C(=O)CN1C(=O)NC2(CCCC2)C1=O
  30%	2	1%	-3%	-8	5%	3	-6%	25	4%
- Cc1ccccc1NC(=S)NCc1ccc2[nH]c3c(c2c1)CCCC3
  -6%	-5	1%	?	-12	-5%	0	-21%	0	-7%
- O=C1CCCC2=C1C(c1ccco1)Nc1ccc(C(=O)c3ccccc3)cc1N2 (centres undefined)
  2%	-3	1%	?	-7	1%	5	4%	-12	-1%
- CCc1cccc(NC(=O)CN(c2ccc(OC)cc2)S(=O)(=O)c2c(C)n[nH]c2C)c1
  6%	0	4%	-9%	-4	7%	-6	-5%	-17	8%
- CC/C(C)=N\Nc1nc(-c2cc3cc(OC)ccc3oc2=O)cs1
  ?	13	2%	?	-6	3%	7	-5%	-12	4%
- COc1ccc(C2(C)NC(=O)N(CC(=O)NC(C)c3ccc(CC(C)C)cc3)C2=O)cc1 (centres undefined)
  0%	24	-1%	?	-2	7%	-7	11%	-4	44%
- CCOc1ccc(N(CC(=O)NC2CCCCC2)C(=O)CSc2nnc(COc3ccccc3)o2)cc1
  -2%	1	-1%	18µM*	-5	3%[46.1 µM]	-24	0%	-1	-3%
- N#C/C(=C\c1ccc(-c2ccc([N+](=O)[O-])cc2)o1)C(=O)Nc1nc(-c2cccs2)cs1
  -5%	-2	10%	-11%	4	8%	0	1%	-5	1%
- Cc1cc(C(=O)NCCc2ccc(S(N)(=O)=O)cc2)no1
  -2%	1	2%	0%	1	2%	-1	7%	-6	4%
- Cc1occc1-c1nnc(SCC(N)=O)o1
  -22%	-2	1%	18%	5	2%	7	-3%	1	1%
- NS(=O)(=O)c1cccc(NC(=O)Cn2cc(C(F)(F)F)cc(Cl)c2=O)c1
  2%	2	3%	0%	-5	6%	8	0%	2	1%
- O=C(Nc1ccc2c(c1)OCO2)N1CCOCC1
  11%	-2	0%	?	11	2%	14	-2%	-5	-11%
- O=C(O)C1CC(=O)N(C2CCCCCC2)C1 (centres undefined)
  3%	2	2%	3%	10	5%	-1	-5%	7	5%
- Cc1ccc(CN(C(=O)c2cc(=O)c3cc(Cl)c(C)cc3o2)C2CCS(=O)(=O)C2)cc1 (centres undefined)
  5%	3	4%	-16%	-2	-28%	-3	4%	-6	-10%
- CCOC(=O)c1c(S(=O)(=O)NCC(=O)Nc2cc(C)ccc2C)c(C)n(C)c1C
  -1%	-2	4%	4%	6	-50%	25	2%	4	1%
- COc1ccc(NC2c3ccccc3C(=O)N2Cc2ccco2)cc1OC (centres undefined)
  15%	0	2%	-4%	-1	4%	-4	1%	7	2%
- CC1=NN(c2ccccc2)C(=O)C1C=Nc1ccc(N(C)C)cc1 (centres undefined)
  1%	6	1%	6.5µM*	2	3%	-10	-7%	?	-5%
- COc1ccc(S(=O)(=O)N(C)CC(=O)NCCCn2ccnc2)cc1Cl
  5%	-2	-1%	5%	-2	-5%	9	0%	·	-1%
- CC(C)c1nnc(NC(=O)c2c(O)c3cccc4c3n(c2=O)CCC4)s1
  7%	-2	-2%	?	1	6%	7	-1%	-6	0%
- CC(C)c1cc(C(=O)NC2CCCc3c2cnn3-c2ccccc2F)no1 (centres undefined)
  -9%	-2	2%	?	-8	-7%	-37	-19%	-1	1%
- COc1cccc(OC)c1OCCCCCc1c(C)n[nH]c1C
  2%	2	2%	-13%	4	-1%	·	-9%	-19	-4%
- C/C(=N\NC(=O)c1cccc(C)c1O)c1ccc(NC(=O)Cc2ccccc2)cc1
  0%	5	3%	?	-12	1%	4	1%	-9	-1%
- Cc1nnc2ccc(-c3ccc(NS(=O)(=O)c4ccccc4[N+](=O)[O-])cc3)nn12
  -23%	3	2%	?	4	·	-5	5%	5	-4%

Continuation:
Values run as follows: Eya2 phos inh	TRPV1 ag	USP2a block	ELG1 DNA repair	KCNH2 WT inh	TCR act	KCNH2 3.1 inh	Mito fusion yeast	TSHR antag	AT treatment
- COc1ccc(-n2nc3c(N4CCC(C(=O)NCc5ccccc5)CC4)nnc(C)c3c2C)cc1
  -2%	?	-1%	13%	-3	11%	-8	0%	-3	11%
- Cc1cc(C)nc(SC(C(=O)O)c2ccccc2)n1 (centres undefined)
  -2%	-5	1%	?	-1	0%[46.1 µM]	8	-1%	-4	3%
- CCOc1ccc(NC(=O)C2CCCN2S(=O)(=O)c2ccc(OCC)cc2)cc1 (centres undefined)
  4%	18	1%	-7%	-8	1%	7	3%	6	-8%
- CN1CCN(c2ccc(NC(=O)c3ccc(Cl)cc3)cn2)CC1
  2%	26	7%	?	-9	6%	12	3%	2	2%
- COC(=O)NNC(=O)C(C)Oc1ccc(Cl)cc1Cl (centres undefined)
  -7%	1	1%	7%	8	-6%	-5	0%	2	-3%
- Cc1ccsc1C(=O)NCCc1ccco1
  -6%	2	2%	?	-28	0%	-12	4%	14	-5%
- Cc1cc(/C=C2/SC(=O)N(CC(=O)N3CCCC3)C2=O)ccc1N1CCOCC1
  -25%	-1	1%	5%	-3	·	-3	8%	-1	-3%
- N#CC1=C(N)Oc2n[nH]c(-c3ccccn3)c2C1c1c(F)cccc1Cl (centres undefined)
  -12%	-1	-5%	-1%	-2	-7%	8	-2%	-2	·
- Nc1cc(Cl)ccc1N1CCCC1
  6%	3	0%	?	-13	0%	7	2%	4	-18%
- CC(C)N1CCC(=NNC(=O)c2ccccc2[N+](=O)[O-])CC1
  3%	-3	0%	15%	-12	3%[46.1 µM]	33	-2%	0	-1%
- CC[C@]12c3[nH]c4ccccc4c3CCN1C(=O)C(CC(=O)NC(C)(C)C)C[C@@H]2C(=O)N1CCN(C(=O)C2CC2)CC1 (some centres undefined)
  -18%	·	-3%	?	-1	-14%	-2	·	1	0%
- COc1ccccc1C(=O)NCCC(=O)Nc1ccc(C)cn1
  9%	-1	3%	15%	1	-1%	9	0%	-4	2%
- Cc1cc(C)c(NC(=O)Nc2ccccc2)c(Cl)c1
  0%	0	2%	12%	8	4%[46.1 µM]	2	6%	2	1%
- CC(=O)c1ccc(N(CC(=O)NCc2ccc3c(c2)OCO3)C(=O)c2csnn2)cc1
  -24%	-1	1%	21%	-1	-6%	10	-5%	5	1%
- Cc1c(Cl)cn2c(=O)cc(CN3CCN(c4ccc(F)cc4)CC3)nc2c1Cl
  ?	2	8%	-6%	·	·	·	-3%	-1	4%
- CCC(CC)NC(=O)CSc1ccc(S(=O)(=O)N2CCCCC2)cn1
  13%	-1	1%	14%	2	-24%	-12	15%	51	7%
- COc1ccc(/C(C)=N/NC(=O)CCC(=O)Nc2ccc(Cl)cc2Cl)c(OC)c1
  -9%	-3	-7%	-21%	-2	2%[46.1 µM]	-4	1%	-4	4%
- Cc1cc(NC(=O)CSc2n[nH]c(-c3ccc(Cl)cc3Cl)n2)no1
  -11%	0	0%	?	9	·	-8	11%	30	-8%

The list is partial (hit frequency here may not be typical).
